T cell HTS = T cell immune modulation candidate | calls only at 7 µM | AID 2052 | 330,000 compounds, 0.068% hits | 2C CD8+ T cell-vesicle binding, flow cytometry; active compounds read low;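 active means response, share of CD8 T cells binding vesicles, and their 90th percentile fluorescence all below set limits, cut at about 80% in these data, passing the limit was not always enough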
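Benchmarks: naked versus QL9-loaded vesicles / Assay system: purified 2C TCR transgenic mouse naive CD8+ T cells / Technique: high-throughput flow cytometry with anti-B7-1 and anti-CD8 staining / Timing: Cell–vesicle co-incubation 1.5 h at 37 °C, staining 20 min on ice / Read-out: percent CD8+ FL2 mean versus row control / Probe or stimulus: QL9-loaded Drosophila micro-vesicles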
WT yeast gro inh = growth inhibition of WT yeast, mitochondrial fusion screen | mitochondrial fusion phenotypic screen, WT strain | inhibition, % at 10 µM | AID 1362 | 190,000 compounds, 2.1% hits; in the data active means inhibition above about 58%; tested in S. cerevisiae
b-catenin transl = alters nuclear translocation of beta-catenin in HeLa cells; immunofluorescence imaging; nuclear translocation activity, % at 5 µM; 190,000 compounds, 0.3% hits; AID 1665;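 active means nuclear translocation activity above 50% at 5 µM, with a well cell count of 50 or more; inconclusive means wells under 50 cells across six images, flagged as toxic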;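 further: per-cell ratio of nuclear to cytoplasmic median beta-catenin stain intensity; plate controls were DMSO negative control for no effect and GSK-3 inhibitor IX positive control for full effect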
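Test system: HeLa cells, endogenous beta-catenin; Compound: single 5 µM dose plus 0.02–20 µM confirmation series; Times: compound exposure 24 h at 37°C; Signal: fluorescence imaging of beta-catenin antibody stain plus DAPI; Read-out: % activation, nuclear-to-cytoplasmic median beta-catenin signal ratio per cell.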
Lipid droplet = modulators of hepatic lipid droplet formation | AML12 mouse hepatocytes, oleate lipid droplets, BODIPY imaging | inhibition, % at 6.5 µM | 240,000 compounds, 0.4% hits;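 active means lipid droplet intensity inhibited by at least 50%, with more than 500 cells counted; inconclusive means wells with under 300 cells, treated as cytotoxic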
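Assay system: AML12 mouse liver cells | Compound: 6.5 µM single-point dosing | Schedule: Overnight exposure | Technique: Fluorescence imaging, 20x objective, two fields per well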
Myeloid diff 2 = myeloid differentiation induction | ER-HoxA9 myeloid progenitors, lysozyme-GFP differentiation, flow cytometry | calls only at 10 µM | 360,000 compounds, 1% hits;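 active means normalized GFP-positive differentiation at or above the plate's own cutoff, the solvent-only control mean plus 3 SD; inconclusive means no clear call, values can overlap the other calls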;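 further: cells exposed to compound for four days before flow analysis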
MT stabilize HCS = microtubule stabilizers in HeLa cells; % tubulin-high responders, % at 10 µM; HeLa tubulin immunostaining HCS, 24 h; share of cells brighter than vehicle mean+2SD; 200,000 compounds, 0.83% hits; AID 2205;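 active means plate Z-score above 3 for both tubulin-high and condensed-nucleus cell shares, with cell loss under 80%, at 10 µM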;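 further: anti alpha tubulin signal scored within the nucleus-defined area of each cell; some results filed as inactive read as strong as hits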
West Nile virus CPE = inhibition of WNV-induced cytopathic effect – cell-based, CPE readout (AID 1621) | West Nile virus-infected cells, CPE inhibition; higher % means a stronger effect | CPE inhibition, % at 10 µM; hits with a dose series show IC50 in µM | 290,000 compounds, 0.02% hits; in the data active means a potency from the dose series; inconclusive means CPE inhibition mostly from about 3.7% at the one dose, without a potency; inactive means the rest, 99 in 100 with CPE inhibition below about 2.2%; further: strong numbers were not always called active
Autophagy HCS = alters autophagy in cells; MEF GFP-LC3 puncta imaging; test concentration mostly 10 µM; calls only at 10 µM (by protocol); 190,000 compounds, 0.98% hits; AID 463193;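 active means percentage of spot-positive cells more than 3 SD above its plate mean, without a fluorescence outlier flag or 80% toxicity; inconclusive means no clear call, values can overlap the other calls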;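 further: spot-positive cell cutoff set from DMSO-treated cells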
Ins promoter up = MIN6 insulin promoter up-regulation. z-score at 5 µM. MIN6 insulin promoter-GFP reporter, high-content imaging; active compounds read high. 190,000 compounds, 0.3% hits;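 active means z-score above 3 at 5 µM with at least 500 cells counted in the well; inconclusive means wells under 500 cells, flagged as cytotoxic or low count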
WT yeast gro inh mutant strain = recorded beside WT yeast gro inh, whose call it bears; inhibition, %; mitochondrial fusion phenotypic screen, mutant strain inhibition
Ins promoter up cell count = recorded beside Ins promoter up, whose call it bears; cell count; measured here: cytotoxicity, nuclei count;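 total cells summed across four imaged fields per well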
Lipid droplet cells 6.5 µM = second read-out of Lipid droplet, no call of its own (marks repeat the call); cell count; measured here: cell count, cytotoxicity flag;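 cells counted across two imaged fields per well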
b-catenin transl cell count 5 µM = also measured in b-catenin transl; calls as there; cell count; measured here: cell count, cytotoxicity flag
T cell HTS vesicle-bound % = also measured in T cell HTS; calls as there; double positive events, %; measured here: CD8+ vesicle-bound cell fraction;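 binding gate set so that unloaded-vesicle control wells show 10% double positive cells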
MT stabilize HCS Hoechst-high % = also measured in MT stabilize HCS; calls as there; % Hoechst-high responders; measured here: nuclear condensation Hoechst responders;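 share of cells brighter than vehicle mean plus two SD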
MT stabilize HCS cytotoxicity % = also measured in MT stabilize HCS; calls as there; toxicity, %; measured here: cytotoxicity by cell density;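 0% = mean cell density of plate MIN control wells and 100% = no cells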
Autophagy HCS cell loss 18 h = second read-out of Autophagy HCS, no call of its own (marks repeat the call); toxicity, %; measured here: cell loss, nuclei count;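 cell loss after 18 h compound exposure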
Myeloid diff 2 GFP+ MAC1+ % = also measured in Myeloid diff 2; calls as there; GFP+ MAC1+ double positive, %; measured here: differentiation confirmed by MAC1 staining
* = called active by the depositor; i = inactive; ? = inconclusive; nt = no result given; + = active, no number.

SMILES | T cell HTS | T cell HTS vesicle-bound % | WT yeast gro inh | WT yeast gro inh mutant strain | b-catenin transl | b-catenin transl cell count 5 µM | Lipid droplet | Lipid droplet cells 6.5 µM | Myeloid diff 2 | Myeloid diff 2 GFP+ MAC1+ % | MT stabilize HCS | MT stabilize HCS Hoechst-high % | MT stabilize HCS cytotoxicity % | West Nile virus CPE | Autophagy HCS | Autophagy HCS cell loss 18 h | Ins promoter up | Ins promoter up cell count
O=C1CC(c2ccco2)CC(O)=C1C=NCCN1CCN(C(=O)Nc2ccc(Cl)cc2)CC1 (stereo not drawn) | i | 33 | -28 | -7 | -0.1 | 992 | 5 | 625 | i | 0.9 | 4.1 | 2.2 | 8.9 | -0.2% | i | 1 | 0.3 | 1316
O=C(CSc1nnc(CNC(=O)c2ccco2)o1)Nc1ccccc1F | i | 32 | nt | nt | nt | nt | 5 | 672 | i | 3.4 | nt | nt | nt | 0.1% | nt | nt | nt | nt
CCSc1ccccc1C(=O)n1nnc2ccccc21 | i | 36 | 8 | 2 | -1.8 | 1092 | -4 | 577 | i | 4.3 | 2.9 | 1.8 | 6.4 | 1.0% | i | 3 | 0.81 | 1898
Cc1ccc(/C=C/c2ccc(N(C)C)cc2)[n+](C)c1 | i | 16 | nt | nt | nt | nt | -53 | 757 | ? | nt | nt | nt | nt | -1.3% | nt | nt | nt | nt
Cc1cc(/C=N/O)c(C)n1-c1cccc(Cl)c1 | i | 48 | 18 | 16 | 2.3 | 866 | -16 | 511 | i | 0.9 | 2.8 | 1.3 | 3.1 | -0.5% | i | 18 | -1.8 | 1064
CCC(=O)NNc1ccc(Br)cc1 | i | 54 | 69* | 59* | nt | nt | -2 | 723 | i | 0.2 | 3.0 | 1.3 | 2.1 | 0.1% | i | 23 | -0.26 | 1168
O=C(c1cccc(Cl)c1)N1CCCC(C(=O)N2CCN(c3ccccc3)CC2)C1 (stereo not drawn) | i | 34 | nt | nt | nt | nt | -4 | 807 | i | 0.6 | nt | nt | nt | -0.3% | nt | nt | nt | nt
CN(CCOc1ccccc1)CC(=O)Nc1cccc(C#N)c1 | i | 42 | nt | nt | nt | nt | -4 | 815 | i | 0.6 | nt | nt | nt | -1.0% | nt | nt | nt | nt
Cc1c(-c2ccccc2)nc(N)c(C#N)c1-c1ccco1 | i | 48 | 2 | 32 | -0.1 | 981 | 1 | 749 | i | 0.5 | 4.8 | 3.7 | 2.1 | 0.2% | i | -25 | 1 | 893
N#C/C(=C(/O)COC(=O)c1ccc(C#N)cc1)c1nc2ccccc2s1 | i | 51 | -10 | -11 | nt | nt | -4 | 572 | + | 1.0* | 3.3 | 3.8 | 5.8 | -0.3% | i | -13 | -0.01 | 1249
O=C(O)C1Nc2ccc(Br)cc2C2C=CCC12 (stereo not drawn) | i | 62 | nt | nt | nt | nt | -4 | 857 | i | 0.4 | nt | nt | nt | -0.8% | nt | nt | nt | nt
COc1ccc([N+](=O)[O-])cc1NC(=O)CSCc1ccccc1C | i | 56 | -3 | -14 | -1.7 | 1096 | -2 | 616 | i | 0.6 | 3.9 | 2.8 | 3.5 | -1.0% | i | 7 | -0.23 | 1398
Cc1cn(C2CC3OCC3O2)c(=O)[nH]c1=O (stereo not drawn) | i | 60 | 2 | 17 | -0.6 | 973 | -8 | 760 | i | 0.8 | 2.6 | 1.2 | 6.4 | 0.2% | i | 0 | 0.68 | 1271
Cc1cc(OCCN2CCOCC2)ccc1Cl | i | 58 | nt | nt | nt | nt | -2 | 804 | i | 0.3 | nt | nt | nt | 1.1% | nt | nt | nt | nt
CCN(CC)C(=O)CSc1nc2ccccc2c(=O)n1CC | i | 41 | -11 | -4 | nt | nt | 0 | 776 | i | 0.9 | 1.5 | 1.0 | 4.3 | -0.4% | i | -3 | -0.34 | 907
O=C1C2C(c3ccccc3)CC=CC2[C@H](c2cccc([N+](=O)[O-])c2)N1Cc1ccccc1 (stereo partly drawn) | i | 64 | nt | nt | -2.4 | 1173 | -4 | 683 | i | 0.6 | nt | nt | nt | -0.1% | nt | nt | nt | nt
CCOC(=O)CSc1nncc2ccc(OC)c(OC)c12 | i | 59 | 6 | -10 | -4.9 | 1009 | nt | nt | i | 6.6 | 1.8 | 3.1 | 8.1 | -0.5% | i | 0 | -0.75 | 1460
N#Cc1ccc(C(c2nnnn2C2CCCC2)N2CCC(Cc3ccccc3)CC2)cc1 (stereo not drawn) | i | 63 | 14 | -10 | -1.8 | 1420 | nt | nt | i | 1.1 | 3.9 | 1.3 | 0.9 | -1.0% | i | -3 | -0.57 | 1112
Cn1c(Cn2c(=O)sc3ccccc32)nnc1SCC(=O)Nc1ccc(F)cc1 | i | 29 | 16 | 1 | -0.6 | 966 | -9 | 713 | i | 0.3 | 4.9 | 2.1 | 2.9 | -0.4% | i | -10 | 1.2 | 1037
CCOC(=O)N1CCC(NC(=O)C2CCCCN2S(=O)(=O)c2ccc(F)cc2)CC1 (stereo not drawn) | i | 22 | 1 | -3 | -1.7 | 1210 | nt | nt | i | 1.6 | 4.2 | 1.5 | 1.9 | -0.1% | nt | nt | 0.07 | 879
O=C(C1CCCO1)N1CCN(S(=O)(=O)c2ccc(Cl)cc2)CC1 (stereo not drawn) | i | 8 | nt | nt | nt | nt | -1 | 637 | i | 0.0 | nt | nt | nt | 0.6% | nt | nt | nt | nt
c1ccc(-c2c[n+]3c(n2-c2ccccc2)CCC3)cc1 | i | 22 | nt | nt | -0.4 | 1280 | 3 | 695 | + | 1.8* | nt | nt | nt | 1.1% | nt | nt | ? | nt
CCCCNC(=O)CCCCCNS(=O)(=O)c1ccc(OC)cc1 | i | 13 | 4 | 0 | -0.2 | 893 | nt | nt | i | 6.2 | 4.9 | 2.2 | 4.7 | 0.2% | i | 10 | -0.39 | 1649
COc1ccccc1OCc1ccc(C(=O)Nc2ccccc2F)cc1 | i | 50 | -13 | -8 | -1.4 | 1069 | -6 | 627 | i | 0.3 | 6.8 | 2.6 | 5.9 | -0.4% | i | 9 | -0.52 | 1582
O=S(=O)(c1ccccc1)N(CC(O)Cn1c2ccccc2c2ccccc21)c1ccccc1 (stereo not drawn) | i | 16 | 51 | 13 | 4.3 | 1403 | nt | nt | i | 1.7 | 3.2 | 1.8 | 3.5 | 0.2% | i | 6 | -2.1 | 893
CCOC(=O)C1=C(CC)Nc2ccccc2N/C1=N\S(=O)(=O)c1cc(Br)ccc1Br | nt | nt | 32 | 6 | nt | nt | -33 | 746 | i | 0.7 | 5.3 | 3.8 | 6.4 | -1.3% | i | -6 | -1 | 1107
Cc1ccc(NC(=O)CSc2nc3nc(C)c(Br)cc3[nH]2)cc1F | i | 42 | nt | nt | nt | nt | 3 | 735 | i | 5.9 | nt | nt | nt | -0.2% | nt | nt | nt | nt
CC(C(=O)Nc1ccc2c(c1)OCCO2)n1nnc(-c2ccccc2)n1 (stereo not drawn) | i | 61 | -3 | 1 | -0.8 | 1462 | 12 | 701 | i | 1.2 | 2.8 | 1.6 | 12 | 0.2% | i | 10 | -0.48 | 1372
CC(C)C[C@H](NC(=O)c1nc[nH]c1C(=O)N1CCC(C)CC1)C(=O)OCc1ccccc1 | i | 32 | nt | nt | 0.0 | 1191 | 22 | 642 | i | 1.5 | nt | nt | nt | -0.5% | nt | nt | 0.93 | 995
Cc1cccc(-n2c(CNC(=O)c3ccc(S(=O)(=O)N4CCCC4)cc3)n[nH]c2=S)c1 | i | 56 | -11 | -6 | 0.3 | 1165 | 1 | 736 | i | 6.8 | 2.2 | 1.1 | 3.5 | -0.2% | i | 1 | nt | nt
Cc1ccc(NC(=O)c2cccc(C(=O)Nc3ccc(C)cc3C(=O)O)c2)c(C(=O)O)c1 | i | 13 | nt | nt | nt | nt | -2 | 851 | i | 0.7 | nt | nt | nt | 1.6% | nt | nt | nt | nt
COC(=O)c1cn(C)c2ccc(S(=O)(=O)N3CCOCC3)cc2c1=O | i | 11 | -27 | 9 | -4.2 | 1070 | -8 | 726 | i | 0.2 | 2.6 | 2.4 | 6.2 | -0.4% | i | -6 | -0.26 | 1608
C=Cn1cc[n+](CC(=O)C(C)(C)C)c1 | i | 52 | -4 | 15 | -2.3 | 565 | -11 | 568 | i | 0.1 | 2.4 | 3.2 | 9.0 | 0.4% | i | -4 | 0.33 | 1355
Cc1occc1-c1nnc(SCC(=O)N2CCCc3ccccc32)n1Cc1ccco1 | nt | nt | -2 | -6 | -4.6 | 1216 | -14 | 754 | i | 1.1 | 6.6 | 3.6 | 20 | 0.8% | i | 4 | 0.79 | 1216
